TbPYK inhibitor: T. brucei pyruvate kinase inhibition; TbPYK enzyme, Kinase-Glo Plus ATP luminescence, 45 min; Potency, µM (doses to about 76.8 µM), for the others: at the highest dose activity, negative = inhibition, usual class: inhibitors; Q57TT1; AID 624173; 410,000 tested, 0.12% active; also: potency is read from the fitted curve at half-maximal effect; nearly all actives have a fitted effect of over 50% in size
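Activity of T. brucei pyruvate kinase was followed by Kinase-Glo Plus luminescence after the enzyme reacted 45 min at room temperature with 130 uM ADP (final) and substrate. Test compounds were added before ADP at multiple concentrations.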
AmpC detergent: blocks E. coli AmpC beta-lactamase in detergent assay | Potency, µM (doses to about 114 µM), for the others: at the highest dose activity change, negative = inhibition, hits mostly inhibitors | 370,000 tested, 0.041% active | P00811 | AID 485294 | AmpC hydrolysis of nitrocefin, absorbance 480 nm, 0.01% Triton;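 also: potency is read from the fitted curve at half-maximal effect; 0% = no-compound wells and -100% = no-enzyme wells; nearly all actives have a fitted effect of over 25% in size; some results filed as inactive show a strong effect at the top dose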
Target sequence (P00811 whole entry, looked up): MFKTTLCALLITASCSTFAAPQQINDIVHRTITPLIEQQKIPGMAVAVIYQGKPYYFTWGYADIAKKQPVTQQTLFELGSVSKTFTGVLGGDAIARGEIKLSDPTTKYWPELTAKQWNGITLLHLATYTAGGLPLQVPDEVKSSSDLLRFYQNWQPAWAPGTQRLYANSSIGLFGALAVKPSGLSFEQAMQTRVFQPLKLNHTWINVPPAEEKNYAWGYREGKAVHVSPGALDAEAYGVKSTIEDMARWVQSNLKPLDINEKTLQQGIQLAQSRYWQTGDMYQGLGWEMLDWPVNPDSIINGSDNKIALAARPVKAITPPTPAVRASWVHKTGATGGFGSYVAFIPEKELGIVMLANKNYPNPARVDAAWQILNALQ
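20 mM phosphate pH 7.0 + 0.01% (detergent screen) or 0.0001% Triton X-100; 5.3 nM AmpC reagent; cpd preinc 15 min RT; nitrocefin (800 uM stock) to start; A480 q20 s × 4 min; Activity was normalised to no-enzyme and no-compound control wells.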
AMA1 RON2 block: AMA1-RON2 (P. falciparum) interaction inhibition | AlphaScreen AMA1-biotinylated RON2 peptide binding | Potency, µM (series often up to 58.2 µM), inactives show at the top dose activity change, negative = inhibition, hits mostly inhibitors | 360,000 tested, 0.2% active;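 also: potency is read from the fitted curve at half-maximal effect; 0% = vehicle wells and -100% = peptide control; nearly all actives have a fitted effect of over 45% in size; some results filed as inactive show a strong effect at the top dose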
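AMA1 (3D7) with his tag at 25 nM final met compounds first, then biotinylated RON2 peptide at 25 nM; detection used donor plus acceptor beads, 10 µg/mL apiece, read by AlphaScreen after 30 min at room temperature.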
HCV inhibitor: blocks hepatitis C virus | Potency, µM (highest dose often 41.8 µM), for the others: at the top dose activity change, negative = inhibition, hits mostly inhibitors | Huh7.5.1 HCVcc-Cre infection, luciferase reporter, 44 h | 340,000 tested, 3.4% active | AID 651820; also: potency is read from the fitted curve at half-maximal effect
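Luciferase read-out (15 sec integration) after a 15 min room-temperature substrate step quantifies HCVcc-Cre infection. Cells, 1,000 per well, had compound added 4 h post-plating, then virus at ~0.5 moi, and were cultured 44 h.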
HCMV inh: blocks human cytomegalovirus replication | HFF cells, HCMV-luciferase reporter, 72 h; hits give low values | activity change, negative = inhibition, % at 57.5 µM | 410,000 tested, 4.5% active; in the data active = activity change below about -60%; inconclusive = no clear call, values can overlap the other calls; inactive = above about -39%
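Human foreskin fibroblasts infected with luciferase-reporter HCMV at MOI 1 PFU/cell, compounds at two doses. Luciferase measured 72 h post infection; normalized to buffer-only basal and Salinomycin (10uM) controls.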
LmPK inhibitor: blocks Leishmania mexicana pyruvate kinase activity. 290,000 tested, 0.37% active. purified LmPK, Kinase-Glo ATP luminescence, 1 h. Potency, µM (titrated, usually from 57.5 µM), for inactives: at the top dose activity change, negative = inhibition, actives largely listed as inhibitors. Q27686; also: potency is read from the fitted curve at half-maximal effect
Target sequence (Q27686 whole entry, looked up): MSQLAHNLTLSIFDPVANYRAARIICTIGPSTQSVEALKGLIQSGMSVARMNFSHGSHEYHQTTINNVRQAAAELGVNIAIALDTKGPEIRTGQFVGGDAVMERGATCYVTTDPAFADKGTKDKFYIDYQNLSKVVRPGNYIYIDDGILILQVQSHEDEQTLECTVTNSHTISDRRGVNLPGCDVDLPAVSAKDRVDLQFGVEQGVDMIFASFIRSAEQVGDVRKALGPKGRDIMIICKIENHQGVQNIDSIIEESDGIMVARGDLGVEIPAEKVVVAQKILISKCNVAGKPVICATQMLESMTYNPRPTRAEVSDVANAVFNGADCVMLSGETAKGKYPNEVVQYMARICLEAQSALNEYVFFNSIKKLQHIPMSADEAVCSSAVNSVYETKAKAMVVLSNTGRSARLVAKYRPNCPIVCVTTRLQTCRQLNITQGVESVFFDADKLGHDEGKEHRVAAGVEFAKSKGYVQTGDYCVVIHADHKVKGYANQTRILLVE
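Purified LmPK (0.1 nM) converted ADP (0.1 mM) to ATP with PEP (0.5 mM) in imidazole buffer pH 7.2 with KCl and MgCl2, 1 h at room temperature. ATP was read by Kinase-Glo luminescence; data normalized to uninhibited and no-enzyme controls.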
AmpC inh no detg: inhibitors of E. coli AmpC beta-lactamase without detergent; P00811; AmpC nitrocefin hydrolysis, absorbance 480 nm, 0.0001% Triton; Potency, µM (highest dose often 57.1 µM), for the others: at the top dose activity change, negative = inhibition, usual class: inhibitors; 330,000 tested, 0.52% active;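 also: potency is read from the fitted curve at half-maximal effect; plate controls were no compound for no effect and no enzyme for full effect; nearly all actives have a fitted effect of over 20% in size; some results filed as inactive show a strong effect at the top dose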
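20 mM phosphate pH 7.0 + 0.01% (detergent screen) or 0.0001% Triton X-100; 5.3 nM AmpC reagent; cpd preinc 15 min RT; nitrocefin (800 uM stock) to start; A480 q20 s × 4 min; Activity was normalised to no-enzyme and no-compound control wells.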
* hit, by the source's call; u = inconclusive; x = not tested or not shown; & = joins results of further samples; [ ] = dose if it differs, or a comment. Unless noted, calls follow the shape of the dose curve; as a rule, active = well fitted curve in the direction sought with a large enough effect; inconclusive = small, poorly fitted or top-dose-only effect, or another doubt; inactive = no such curve, though single readings can be large; an effect the other way counts as inactive or inconclusive. Unless noted, % is scaled to controls: 0 for no effect and ±100 for the full control effect.

SMILES	TbPYK inhibitor	AmpC detergent	AMA1 RON2 block	HCV inhibitor	HCMV inh	LmPK inhibitor	AmpC inh no detg
O=C(c1cc(Br)c(Br)s1)N1CCN(C/C=C/c2ccccc2)CC1	-1%	-7%	-25%	u	-17	-4%	77%[activator]
COC(=O)C1=C(c2ccc(F)cc2OCc2ccccc2)C[C@@H]2CC[C@H]1N2C(=O)NCCN1CCOCC1	1%	-9%	9%	9%	-6	x	189%[activator]
O=[N+]([O-])c1ccccc1S(=O)(=O)Nc1ccc(-c2ccc(N3CCOCC3)nn2)cc1	0%	-6%	0%	u	-2	x	-27%
CCOc1ncccc1C(=O)Nc1cc(C(F)(F)F)ccc1N1CCOCC1	3%	5%	0%	-27%	-67*	x	-4%
COc1ccc(CNC(=O)CCCn2ncn3c(cc4occc43)c2=O)cc1	5%	5%	6%	-4%	-10	5%	-4%
COc1ccc(/C=N/NC(=O)c2ccccc2O)cc1Cn1cc([N+](=O)[O-])cn1	2%	-5%	57%[activator]	1%	-11	0%	6.3µM*
CCCN(CCC)C(=O)c1ccc2c(c1)OCO2	1%	1%	-1%	-2%	-9	3%	-9%
O=C(N/C(=C/c1cccc([N+](=O)[O-])c1)C(=O)N1CCOCC1)c1ccccc1Br	1%	5%	-7%	21%	10	-2%	10%
COc1cccc2sc(N(CCN(C)C)C(=O)/C=C/c3cccs3)nc12	2%	7%	-23%	u	0	0%[11.5 µM]	154%[activator]
C[C@@H]1COC(=O)[C@@H](CC(=O)OC(C)(C)C)C/C=C\C[C@@H](CC(=O)NCCO)C(=O)N1	2%	x	2%	9%	-26	x	-4%
CCOc1cc(-c2noc(CCCC(N)=O)n2)cc(Br)c1OC	1%	u	6%	u	6	3%	75%[activator]
N#Cc1cccc(Nc2c3c(nc4ccccc24)CCC3)c1	-13%	1%	23%	u	-17	-5%	-32%
CC1CCCC(NC(=O)c2cc(-c3ccncc3)nc3ccccc23)C1C (configuration not stated)	4%	-2%	-12%	u	-1	x	22%
O=C(NNC(=O)c1cccc2ccccc12)c1ccco1	5%	u	-1%	25%	13	-5%	-14%
O=C(CN1CCCC1)Nc1ccc2c(c1)CCC2	-7%	-11%	-25%	-9%	-10	-1%	-14%[11.4 µM]
CCS(=O)(=O)N1CCc2cc(C(=O)Nc3cccc(C(C)=O)c3)ccc21	-3%	1%	x	x	21	x	x
Cc1cccc(C)c1NC(=O)CC(NCCc1ccccc1)C(=O)O (configuration not stated)	5%	-12%	7%	30%[activator]	-36	1%	-12%
Cc1ccc(CNC(=O)COc2ccc(C)nc2[N+](=O)[O-])cc1	-6%	-5%	5%[11.6 µM]	15%	-12	-1%	6%
Cc1ccccc1C(=O)NC1CCN(CC(=O)Nc2ccc3c(c2)OCO3)CC1	-8%	-2%	-1%	-14%	-10	-8%	-9%
CCOC(=O)CC1C(=O)NCCN1C(=O)Nc1ccc(Cl)cc1 (configuration not stated)	-5%	-5%	-5%	8%	-10	-2%	x

7 entries from above, set out differently:
Structure | TbPYK inhibitor | AmpC detergent | AMA1 RON2 block | HCV inhibitor | HCMV inh | LmPK inhibitor | AmpC inh no detg
O=C(c1cc(Br)c(Br)s1)N1CCN(C/C=C/c2ccccc2)CC1 | -1% | -7% | -25% | u | -17 | -4% | 77%[activator]
COC(=O)C1=C(c2ccc(F)cc2OCc2ccccc2)C[C@@H]2CC[C@H]1N2C(=O)NCCN1CCOCC1 | 1% | -9% | 9% | 9% | -6 | x | 189%[activator]
O=[N+]([O-])c1ccccc1S(=O)(=O)Nc1ccc(-c2ccc(N3CCOCC3)nn2)cc1 | 0% | -6% | 0% | u | -2 | x | -27%
CCOc1ncccc1C(=O)Nc1cc(C(F)(F)F)ccc1N1CCOCC1 | 3% | 5% | 0% | -27% | -67* | x | -4%
COc1ccc(CNC(=O)CCCn2ncn3c(cc4occc43)c2=O)cc1 | 5% | 5% | 6% | -4% | -10 | 5% | -4%
COc1ccc(/C=N/NC(=O)c2ccccc2O)cc1Cn1cc([N+](=O)[O-])cn1 | 2% | -5% | 57%[activator] | 1% | -11 | 0% | 6.3µM*
CCCN(CCC)C(=O)c1ccc2c(c1)OCO2 | 1% | 1% | -1% | -2% | -9 | 3% | -9%

Following part
SMILES	TbPYK inhibitor	AmpC detergent	AMA1 RON2 block	HCV inhibitor	HCMV inh	LmPK inhibitor	AmpC inh no detg
O=C(Nc1ccccc1)N1CCc2c([nH]c3ccccc23)C1C(F)(F)F (configuration not stated)	-4%	0%	1%	u	6	8%	u
COc1ccc(-c2nc(SCC(=O)NCc3nc4ccccc4n3C)n3[nH]c(=O)cc3n2)cc1	0%	3%	x	x	21	x	x
CCS(=O)(=O)c1nc(S(=O)(=O)c2ccc(Cl)cc2)c(N2CCC(C(N)=O)CC2)s1	-9%	-1%	8%	-9%	u	-1%	36%
Cc1ccccc1C1CC(=O)Nc2ccc3ccccc3c21 (configuration not stated)	4%	9%	x	x	-25	x	x
CC(C)C[C@H]1CNC(=S)N1CC1CCCN1C[C@H](Cc1ccc(O)cc1)N1C[C@H](Cc2ccccc2)N(CC2CCCCCC2)C1=S (some centres not stated)	-1%	x	6%	7.9µM*	-20	x	x
CC1(C(=O)NC2CCCCCC2)CCN1C(=O)C1(c2ccccc2)CC1 (configuration not stated)	2%	x	-1%	x	-28	x	x
CCN(C(=O)Cn1c(C(=O)OC)cc2sc(Cl)cc21)c1cccc(C)c1	0%	16%	x	x	8	x	x
Cc1ccc(NC2=C(c3ccc(C(F)(F)F)cc3)C(=O)c3ccccc32)cc1C	-4%	-1%	x	x	40	x	x
O=C(C1=C(O)C(=O)N(CCCN2CCOCC2)C1c1ccccn1)c1cc2ccccc2o1 (configuration not stated)	11%	u	0%	12%	79	-1%	-20%
Cc1ccc(Nc2c(-c3ccccc3O)nc3cc(C)ccn23)cc1	-3%	-13%	x	x	-8	x	x
COc1cc2c(C)nc3c(c(C)nn3-c3ccccc3)c2cc1OC	2%	1%	-8%	-27%	-23	5%	-17%
COc1ccc(CNC(=O)C(=O)NCc2ccncc2)cc1	-19%	-8%	-26%	u	4	-2%	-19%
O=C(NC(=S)Nc1ccc2oc(=O)ccc2c1)c1ccccc1F	-1%	1%	7%	10%	1	1%	-22%
O=C(N/N=C/c1c(O)n(C2CCCCC2)c(=S)[nH]c1=O)c1ccccc1O	-2%	2%	123%[activator]	-5%	36	10%	-37%
O=C(c1ccc(Cl)cc1)N(Cc1ccco1)C1CCS(=O)(=O)C1 (configuration not stated)	-1%	-8%	1%	1%	49	-3%	-4%
CCn1c2ccccc2c2cc(CN3CCN(S(=O)(=O)CC)CC3)ccc21	x	u	x	7%	-25	-4%	194%[activator]
O=C1CC(c2ccccc2)CN1S(=O)(=O)c1ccccc1 (configuration not stated)	1%	u	-5%	7%	7	-1%	-12%
COCCNC(=O)c1c(N)n(CCCn2ccnc2)c2nc3ccccc3nc12	5%	-6%	6%	-30%	10	10%	137%[activator]
COc1ccc(-c2nc(CS(=O)CC(=O)NCCc3ccc(OC)c(OC)c3)c(C)o2)cc1 (configuration not stated)	-2%	-13%	7%	2%	-20	-2%	86%[activator]
O=C(Cn1ncc2c(=O)oc3ccccc3c21)NCCC1=CCCCC1	1%	1%	11%	-7%	-21	1%	-19%
Cc1ccc(Cl)cc1NC(=S)N(Cc1cccnc1)Cc1ccccc1Cl	-8%	-9%	14%	-13%	-2	6%	-22%
C=CCOc1ccc(Cl)cc1-c1noc(-c2csc([C@H]3C[C@H](O)[C@@H](CO)O3)n2)n1	-5%	x	-2%	x	28	x	x
O=C(O)C1C2C=CC3(CN(Cc4ccccn4)C(=O)C13)O2 (configuration not stated)	-2%	-1%	1%	13%	23	0%	-11%
COc1cc(C2(c3ccc(O)c(OC)c3)C(=O)N(C)c3ccc(Br)cc32)ccc1O	-5%	x	-11%	13%	79	x	x
CSCCC(NC(N)=O)C(=O)NCc1cccc(Cl)c1 (configuration not stated)	2%	u	16%	0%	22	-1%	-24%
CCN(CC)S(=O)(=O)c1ccc(Cl)c(C(=O)Nc2ccc(Cl)cc2[N+](=O)[O-])c1	-6%	u	-27%	u	-3	3%	-5%
COCCCNC(=S)NNC(=O)c1ccc(C(C)(C)C)cc1	-5%	-4%	80%[activator]	8%	4	6%	-12%
C=Cc1ccc(Cn2c(C(=O)O)c(CNCc3cccs3)c3ccc(C)cc32)cc1	-3%	12%	x	x	-6	x	x
COc1ccc(OCCC(=O)NCc2ccccc2)cc1	-6%	-2%	2%	6%	12	1%	-14%
Cc1ccc(N2CC(C(=O)NCc3nnnn3-c3ccc(C)c(C)c3)CC2=O)cc1 (configuration not stated)	5%&2%	4%&25%	-14%	-18%	-9&8	0%	71%[activator]
CC(C)COn1c(=S)[nH]c2ccccc2c1=O	4%	8%	58%[activator]	-19%	-40	-7%	-23%
CC(=O)Nc1cccc(Oc2nc(C(F)(F)F)nc3ccccc23)c1	1%	u	30%[activator]	-14%	-22	-5%	31%
COC(=O)C(NS(=O)(=O)c1ccc(N2CCCC2=O)cc1)c1ccccc1 (configuration not stated)	-5%	3%	10%	x	5	-5%	1%
COc1ccc(CCN(C)CCN2C(=O)c3ccccc3C2=O)cc1OC	-1%	u	0%	28%	-11	-7%	-16%
O=C(COC(=O)COc1ccccc1F)NC1CC1	2%	x	-1%	1%	0	x	-13%
COc1ccc(-n2c(C)nn(CCOc3ccccc3)c2=O)cc1	-3%	-3%	8%	15%	9	-1%	-3%[2.29 µM]
Cc1cc(NC(=O)CSCC(=O)NCc2cccc(C(F)(F)F)c2)no1	-12%	u	13%	-1%[8.37 µM]	-33	x	u
COc1ccc(NC(=O)C(c2ccc(C)cc2)N(C)C(=O)CNC(C)=O)cc1 (configuration not stated)	-14%	2%	-8%	4%	6	4%	4%
CCCn1cnc2c(N)c(C)c(C)cc21	9%	6%	-7%	-12%	22	-1%	0.32µM*
Cc1nc(C(=O)NC(C)C)nn1-c1cc(Cl)cc(Cl)c1	0%	-3%	-17%	-3%	-26	-5%	-1%
Cc1ccc(C(=O)NCCNC(=O)c2ccc(C)o2)o1	-1%	u	-10%	2%	24	6%	-9%
Cc1c(Cl)cccc1N1C(N)=C(C#N)C(c2cc(CN3CCOCC3)cs2)C2=C1CCCC2=O (configuration not stated)	-4%	-1%	x	x	-13	x	x
O=C1CC(c2ccc(S(=O)(=O)N3CCN(c4ccccc4)CC3)cc2)CN1 (configuration not stated)	0%	u	0%	0%	0	-5%	-7%

Screening results (PubChem)
